Compound activity from PubChem BioAssay.
TROY signal inh – blocks TROY-dependent signaling in reporter cells; Q293 LMP1-TROYcd NF-kB luciferase reporter, 4 h; inhibition, % at 10 µM; 360,000 compounds, 0.98% hits; AID 1347056;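 active means compounds whose plate-normalised and pattern-corrected inhibition of the luciferase reporter signal at the single screening dose is 50% or more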
NCOA1 inh – human NCOA1 inhibition. HEK293 GAL4-SRC1 luciferase reporter, luminescence. inhibition, % at 3.6 µM. 360,000 compounds, 0.12% hits;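 active means inhibition above the campaign mean plus 3 SD, with each screening campaign given its own cutoff, cut at about 60% in these data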;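 further: 0% = DMSO treated cells and 100% = gossypol at 36 µM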
LRH-1 inv ag – suppresses constitutive activity of human LRH-1; O00482; 360,000 compounds, 0.13% hits; inhibition, % at 3.6 µM; HEK293T StAR-luciferase reporter, LRH-1 transfected, 24 h;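 active means inhibition above the mean inhibition of all tested compounds plus 3 SD, cut at about 73% in these data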;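 further: 0% = DMSO wells and 100% = reporter-only cells lacking LRH-1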
Target sequence (O00482 whole entry, looked up): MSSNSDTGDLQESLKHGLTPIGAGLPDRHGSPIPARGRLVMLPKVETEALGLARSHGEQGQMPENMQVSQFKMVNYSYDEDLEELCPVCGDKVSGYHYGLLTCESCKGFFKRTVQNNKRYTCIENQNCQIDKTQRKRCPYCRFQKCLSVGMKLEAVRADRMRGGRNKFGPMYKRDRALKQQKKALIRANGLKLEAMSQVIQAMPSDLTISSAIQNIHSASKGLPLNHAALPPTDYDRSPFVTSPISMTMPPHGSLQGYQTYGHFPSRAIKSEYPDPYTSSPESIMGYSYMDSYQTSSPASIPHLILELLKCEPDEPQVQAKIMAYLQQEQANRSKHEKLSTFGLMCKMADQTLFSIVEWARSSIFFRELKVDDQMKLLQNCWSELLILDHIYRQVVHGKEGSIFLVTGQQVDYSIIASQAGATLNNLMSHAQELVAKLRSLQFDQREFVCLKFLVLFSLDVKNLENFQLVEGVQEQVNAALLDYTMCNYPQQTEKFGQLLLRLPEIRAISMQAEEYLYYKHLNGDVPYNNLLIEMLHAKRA
NCOA3 inh – inhibits human SRC3 coactivator | Q9Y6Q9 | HEK293 GAL4-SRC3 luciferase reporter, luminescence | inhibition, % at 3.6 µM | 360,000 compounds, 0.17% hits;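 active means inhibition above a per-campaign cutoff, the mean of all compounds plus 3 SD, cut at about 60% in these data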;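 further: 0% = DMSO-treated cells and 100% = gossypol-treated cells at 36 µM; higher means less SRC3-driven luciferase light from the GAL4 reporter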
TWEAK-Fn14 inh – blocks TWEAK-Fn14 interaction in a reporter cell assay. TWEAK-stimulated Fn14 reporter cells, luciferase luminescence, 8 h. inhibition, % at 10 µM. 360,000 compounds, 2% hits. AID 1159606; in the data active means inhibition above about 50%
LMP1 NFkB inh – inhibitors of Epstein-Barr LMP1-induced NF-kappaB reporter; AID 504558; LMP1-induced NF-kappaB luciferase reporter cells, luminescence; 350,000 compounds, 0.69% hits; inhibition, % at 12.5 µM; in the data active means inhibition above about 41%;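 further: 0% = neutral control wells and 100% = reference inhibitor control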
SRC2 inh – human SRC2 (NCOA2) inhibition; 370,000 compounds, 0.17% hits; inhibition, % at 9 µM; HEK293 GAL4-SRC2 luciferase reporter, luminescence; AID 651957; Q15596;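 active means inhibition above the mean inhibition of all tested compounds plus 3 SD, set per campaign, cut at about 52% in these data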;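 further: 0% = DMSO treated cells and 100% = cells given Gossypol at 36 µM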
KKLEB cytotox – counter-screen for CF NF-kB inhibitors: cytotoxicity. KKLEB CF airway cells viability, ATPlite luminescence, overnight; active compounds read low; cells stimulated with P. aeruginosa culture filtrate. activity change (cytotoxicity), % at 5 µM. 360,000 compounds, 0.36% hits;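 active means corrected activity change at or below -50% at 5 µM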
CF NFkB block – inhibitors of cystic fibrosis induced NF-kB; KKLEB NF-kB-GFP reporter, PAF-induced, GFP fluorescence overnight; inhibition, % at 5 µM; 360,000 compounds, 0.86% hits; AID 588850;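 active means at least 50% inhibition at 5 µM, scaled per plate between neutral and stimulator controls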;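 further: PAF is a Pseudomonas aeruginosa culture filtrate used as stimulus; plate controls were PAF-stimulated DMSO wells for no effect and unstimulated DMSO wells for full effect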
NR2F2 inh – NR2F2 (human) inhibition, primary screen. inhibition, % at 8.6 µM. P24468. 370,000 compounds, 0.7% hits. AID 686940. HEK293T NGFI-A luciferase reporter, luminescence;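 active means inhibition above a per-plate cutoff, mean inhibition of test wells between control levels plus 3 SD, cut at about 38% in these data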;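 further: cells cotransfected with COUP-TFII expression vector driving the NGFI-A reporter; 0% = median of COUP-TF2 test wells and 100% = reporter-only cells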
Target sequence (P24468 whole entry, looked up): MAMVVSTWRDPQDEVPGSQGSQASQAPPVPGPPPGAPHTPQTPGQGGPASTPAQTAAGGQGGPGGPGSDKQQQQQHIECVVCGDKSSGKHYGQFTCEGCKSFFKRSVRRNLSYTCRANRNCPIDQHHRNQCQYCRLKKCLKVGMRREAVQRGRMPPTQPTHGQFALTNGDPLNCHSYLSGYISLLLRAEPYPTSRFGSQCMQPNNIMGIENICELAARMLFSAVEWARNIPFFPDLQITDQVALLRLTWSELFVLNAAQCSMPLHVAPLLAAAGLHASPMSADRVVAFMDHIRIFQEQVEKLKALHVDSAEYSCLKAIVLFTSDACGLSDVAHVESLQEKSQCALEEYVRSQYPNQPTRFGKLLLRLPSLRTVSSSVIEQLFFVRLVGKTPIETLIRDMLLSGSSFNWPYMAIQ
TRAIL sens C8 – sensitizes caspase-8 expressing cells to TRAIL; AID 624354; 360,000 compounds, 1% hits; NB7+C8 cells + TRAIL, ATPlite viability luminescence; inhibition (viability loss, TRAIL sensitization), % at 10 µM;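 active means compounds causing at least 50% loss of cell viability in the single-dose screen, relative to plate controls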
* hit, by the source's call; nt = not tested or not shown.

The line under a structure holds: TROY signal inh	NCOA1 inh	LRH-1 inv ag	NCOA3 inh	TWEAK-Fn14 inh	LMP1 NFkB inh	SRC2 inh	KKLEB cytotox	CF NFkB block	NR2F2 inh	TRAIL sens C8
> CCN(CC)S(=O)(=O)c1cccc(C(=O)N[C@H](C(=O)OCC(=O)NC(=O)NC)C(C)C)c1
→ 0	-8	-8	-8	-7	-13	2	-5	18	2	-4
> CCOC(=O)c1cc(C)sc1NC(=S)Nc1ccccc1
→ 2	3	-9	-12	6	1	14	-4	13	-12	1
> O=C(NS(=O)(=O)c1ccc2ccc(S(=O)(=O)NCCSc3ccccc3)cc2c1)c1cccc2ccccc12
→ -1	nt	-22	nt	-17	nt	-41	nt	nt	-16	-4
> COc1ccccc1CCNS(=O)(=O)c1cn(C)nc1C
→ -26	-8	3	4	-5	0	-10	-18	20	15	-2
> C=CCC(=O)OCCCCCCOc1ccc(C(=O)O)cc1
→ -6	-39	16	5	-21	0	10	5	10	9	0
> FC(F)(F)c1ccc(N=Cc2sc(N3CCOCC3)nc2-c2ccccc2)cc1
→ -12	-11	16	0	-3	-44	-17	-6	8	-1	-4
> O=C(O)CCCCCN1C(=O)/C(=C\c2cn(-c3ccccc3)nc2-c2cccs2)SC1=S
→ 37	-10	-12	6	-8	0	-13	-31	59*	18	-20
> Cc1ccc(C(=O)Nc2nnc(S(=O)(=O)Nc3ccccc3C)s2)cc1C
→ 5	-17	-13	0	13	-6	-7	-8	26	12	10
> COC(=O)c1cccc(NC(=O)c2cc3sccc3n2C)c1
→ -38	-148	-206	-72	16	-9	-23	22	-21	-31	10
> O=C(NCc1ccccc1)c1ccc2c(=O)[nH]c3c(C(=O)NCC4CCCO4)sc(=S)n3c2c1 (centres undefined)
→ 12	10	1	-1	27	-7	-13	6	-12	4	8
> C[C@H]1CN([C@@H](C)CO)C(=O)CCCn2cc(nn2)CO[C@@H]1CN(C)S(=O)(=O)c1ccc(C#N)cc1
→ 10	-4	1	1	-14	-1	-17	5	-1	2	-8
> Cc1nnc(SCC(=O)c2c(N)n(C)c(=O)n(C)c2=O)n1Cc1ccccc1
→ -21	-1	-36	-10	7	16	10	9	13	-11	5
> C=CCSc1nc(N)c(C(=O)Nc2ccccc2)cc1C#N
→ 2	2	-24	-5	19	2	8	4	-16	-8	1
> O=C(c1ccc(Cl)c(S(=O)(=O)N2CCOCC2)c1)N1CCN(Cc2ccccc2)CC1
→ -4	-19	17	1	-1	3	-11	4	-11	-4	-1
> Cc1ccc(S(=O)(=O)N(CC(=O)N2CCCC2)C2CCCCC2)cc1
→ 14	-21	12	18	10	-8	-13	2	-7	15	-17
> O=C(NC(=S)Nc1ccc(N2CCOCC2)cc1)c1cncc(Br)c1
→ 19	14	-17	24	29	-8	18	9	13	9	-4
> CC(C)CC(=O)c1c[nH]c(C(=O)NCCCn2ccnc2)c1
→ -4	-16	-6	-6	2	-1	-34	-21	8	-11	-1
> CCn1cc(S(=O)(=O)N2CCN(Cc3cccc(Cl)c3)CC2)cn1
→ 16	2	2	3	11	-7	-9	10	-12	-12	-1
> O=C(Nc1cccc(O)c1)c1ccc(NC(=O)c2cccs2)cc1
→ -60	-69	-36	-44	-18	-8	-36	-3	17	-23	15
> Cc1noc(NS(=O)(=O)c2ccc(N3Cc4ccccc4C3=O)cc2)c1C
→ -4	-3	4	-28	-7	8	-14	-8	-11	1	17
> Cc1cccc(C)c1-n1c(C)cc(/C=N\NC(=O)CC(=O)NC2CCCCC2)c1C
→ -11	-2	29	34	-3	-10	14	2	21	-1	21
> Cc1cccc(S(=O)(=O)Nc2cc(Cl)ccc2N2CCOCC2)c1
→ -1	-18	8	-13	-7	3	-6	-9	17	20	-2
> CCCCn1nc(C(=O)Nc2cc(C(F)(F)F)ccc2N2CCOCC2)ccc1=O
→ 2	24	20	19	-1	-2	4	-10	14	7	10
> CCOC(=O)C1C(=O)C(=O)N(C2CCCCC2)C1C(=O)OCC (centres undefined)
→ 1	4	-4	1	-5	-2	-23	-8	1	5	-8
> COc1ccc2cc(C3CC(c4ccco4)=NN3C(=O)CCC(=O)O)c(Cl)nc2c1 (centres undefined)
→ 2	-18	-17	2	1	-6	-24	2	-2	-6	3
> CC(C)CN(C(=O)CSc1nnc(-c2cccs2)n1C1CC1)C1CCS(=O)(=O)C1 (centres undefined)
→ -1	8	-3	-10	-1	11	-7	10	-18	-2	4
> COc1ccc(N2CCN(C(=O)CCCn3c(=O)[nH]c4cc(Cl)ccc4c3=O)CC2)cc1
→ 18	-22	-1	-4	11	-6	-19	-9	-11	-8	5
> O=C(c1ccco1)N1CCN(C(=O)c2ccc(COc3ccc4c(c3)CCC4)o2)CC1
→ -48	-6	10	-7	-23	-9	-11	-11	-34	12	-2
> Cc1ncc(CN2CCCC(C(=O)Nc3ccc(-c4cccc(F)c4)cc3)C2)s1 (centres undefined)
→ 19	7	3	11	-15	-12	7	1	-26	6	4
> CN(c1ccc(OCC(=O)OCC(=O)Nc2ccc(F)cc2)cc1)S(=O)(=O)c1ccc(Cl)cc1
→ -11	1	-2	11	-11	-3	-19	10	-16	2	-12
> O=C(CSc1nc(=O)n2cc(Cl)ccc2n1)Nc1ccc2c(c1)OCCO2
→ -1	1	50	9	-1	-28	6	4	-32	-16	-10
> CCOC(=O)c1cc2c(c(CSc3nc4ccccc4c(=O)n3Cc3ccco3)c1)OCOC2
→ 0	-20	-8	-10	-31	-2	nt	-25	8	nt	-1
> Cc1ccccc1OCCC(=O)OCC(=O)NCCc1ccc(S(N)(=O)=O)cc1
→ 0	-11	16	-4	3	-7	10	7	-26	3	-5
> CCNC(=O)CCCOc1ccc(Cl)cc1Cl
→ -46	-27	-43	-46	-25	-11	-55	0	12	6	-7
> COc1ccc(NC(=O)Nc2c(SC)nsc2SC)cc1
→ 3	0	6	10	4	-1	2	-2	-9	17	-7
> COc1ccc(N(CC(=O)NC2CCCCCC2)S(=O)(=O)c2ccc(C)cc2)cc1OC
→ -1	-7	-13	-1	-7	5	-15	17	2	-23	-14
> NS(=O)(=O)c1ccc(NC(=O)CSc2nnc3n2CCCCC3)cc1
→ 2	16	7	25	-5	-2	-7	13	-12	3	-10
> CCCCn1c(N)c(N(CCC(C)C)C(=O)CCCc2nc3ccccc3s2)c(=O)[nH]c1=O
→ 12	-14	5	-17	-7	0	-13	10	-25	17	-9
> COc1cc(/C=N/NC(=O)C(=O)/C=C2\NC3(CCCC3)Cc3ccccc32)ccc1O
→ -10	-11	12	21	19	10	-10	-6	3	-5	5
> CCOc1ccc(NC(=O)C2CCN(C(=O)C3CC(=O)N(c4ccc(C)cc4)C3)CC2)cc1 (centres undefined)
→ -1	-1	4	-3	16	-3	-16	6	-11	8	14
> CCc1ccc(NC(=O)CN(c2ccc(OC)cc2)S(=O)(=O)c2c(C)nn(C)c2C)cc1
→ -11	6	21	1	22	2	29	15	-14	5	-7
> O=C(CCN1CCN(c2ccccc2)CC1)NNC(=O)Cc1ccc(Br)cc1
→ 9	7	15	1	6	-5	9	9	2	-12	4
> CCN1C(=O)c2ccc(-c3nc4ccccc4c(=O)o3)cc2C1=O
→ -1	0	-6	2	-3	-14	15	5	-27	6	-8
> CC(=O)Nc1ccc(Nc2nc(-c3c(C)nc4ccccn34)cs2)cc1
→ 7	18	22	15	13	nt	13	9	-3	18	8
> Cn1c(=O)n(Cc2ccccc2)c(=O)c2c1nc(NCC1CCCO1)n2Cc1ccccc1 (centres undefined)
→ -1	8	-13	15	4	0	10	-11	12	-4	18
> CC(/C=C/c1ccccc1)=N\Nc1nc(C)cc(C)n1
→ -17	-27	-21	-22	-21	40	-15	-8	27	-2	-2
> NC(=O)C1(N2CCCCC2)CCN(Cc2nc(-c3cccs3)no2)CC1
→ -3	4	19	31	-19	-1	-4	6	4	2	9
> O=C(c1cc([N+](=O)[O-])ccc1N1CCCC1)N1CCCCC1
→ -7	-5	-11	1	1	-1	5	-5	5	2	10
> C(=N\Nc1nc(-c2ccccc2)cs1)/c1ccncc1
→ -14	-30	-50	-20	-8	-28	-24	17	-24	-33	10
> CC(C)C(NC(=O)c1ccccc1)C(=O)N1CCCCCC1 (centres undefined)
→ -6	12	-11	4	0	-3	10	16	-26	-3	-35
> Cc1ccc(S(=O)(=O)N2CCOC2CNC(=O)C(=O)NCCN2CCOCC2)cc1 (centres undefined)
→ 5	5	20	3	12	0	0	-3	33	-2	11
> C=CCN(c1ccccc1OC)S(=O)(=O)c1ccc(Cl)c(C(=O)NCc2ccco2)c1
→ -5	6	-18	6	16	-6	7	-1	19	7	-2

Structures above that contain a cyano group, in the order listed:
The line under a structure holds: TROY signal inh	NCOA1 inh	LRH-1 inv ag	NCOA3 inh	TWEAK-Fn14 inh	LMP1 NFkB inh	SRC2 inh	KKLEB cytotox	CF NFkB block	NR2F2 inh	TRAIL sens C8
> C[C@H]1CN([C@@H](C)CO)C(=O)CCCn2cc(nn2)CO[C@@H]1CN(C)S(=O)(=O)c1ccc(C#N)cc1
→ 10	-4	1	1	-14	-1	-17	5	-1	2	-8
> C=CCSc1nc(N)c(C(=O)Nc2ccccc2)cc1C#N
→ 2	2	-24	-5	19	2	8	4	-16	-8	1

A draw from above in order of length of the SMILES, high to low.
The line under a structure holds: TROY signal inh	NCOA1 inh	LRH-1 inv ag	NCOA3 inh	TWEAK-Fn14 inh	LMP1 NFkB inh	SRC2 inh	KKLEB cytotox	CF NFkB block	NR2F2 inh	TRAIL sens C8
> COc1cc(/C=N/NC(=O)C(=O)/C=C2\NC3(CCCC3)Cc3ccccc32)ccc1O
→ -10	-11	12	21	19	10	-10	-6	3	-5	5
> C=CCN(c1ccccc1OC)S(=O)(=O)c1ccc(Cl)c(C(=O)NCc2ccco2)c1
→ -5	6	-18	6	16	-6	7	-1	19	7	-2
> O=C(CCN1CCN(c2ccccc2)CC1)NNC(=O)Cc1ccc(Br)cc1
→ 9	7	15	1	6	-5	9	9	2	-12	4
> CC(=O)Nc1ccc(Nc2nc(-c3c(C)nc4ccccn34)cs2)cc1
→ 7	18	22	15	13	nt	13	9	-3	18	8
